# GLP1R ag: agonists of human GLP-1 receptor | P43220 | HEK293 GLP-1R CRE-luciferase, luminescence, 4-6 h; cells express a hypersensitive GLP-1R form | Potency, µM (series often up to 45.6 µM), for inactives: top-dose activation, most hits filed as activators | 380,000 tested, 0.007% active | AID 624172; further: % of control where 0% means no effect
# Target sequence (P43220 whole entry, looked up): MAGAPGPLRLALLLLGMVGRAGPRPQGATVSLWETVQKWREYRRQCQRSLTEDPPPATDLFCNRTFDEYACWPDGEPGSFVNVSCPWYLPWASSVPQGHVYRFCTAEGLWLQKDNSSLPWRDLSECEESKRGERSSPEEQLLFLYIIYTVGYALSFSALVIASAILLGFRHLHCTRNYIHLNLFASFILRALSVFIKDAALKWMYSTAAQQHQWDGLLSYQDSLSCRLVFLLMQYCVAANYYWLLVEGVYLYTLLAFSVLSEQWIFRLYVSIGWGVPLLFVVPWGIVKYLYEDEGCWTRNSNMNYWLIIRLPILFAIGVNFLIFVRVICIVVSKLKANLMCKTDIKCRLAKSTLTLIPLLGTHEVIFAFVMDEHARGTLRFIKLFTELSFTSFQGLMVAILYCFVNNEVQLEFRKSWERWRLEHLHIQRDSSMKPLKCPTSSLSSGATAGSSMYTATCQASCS
# GLP-1R inv ag: inverse agonists of human GLP-1 receptor; P43220; HEK293 GLP-1R CRE-luciferase, luminescence, 24 h; GLP-1R form is constitutively active; Potency, µM (series often up to 38.3 µM), inactives show at the highest dose activity change, negative = inhibition, usual class: inhibitors; 410,000 tested, 1.6% active; further: on the % scale 0 is the no-effect control and ±100 the full control effect; nearly all actives have a fitted effect of over 55% in size
#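 Seeding at 200 cells/uL, 12 h culture, 24 hr compound treatment, then luciferase reagent and a luminescence read; cells are HEK293 stably expressing a constitutively active GLP-1R plus cAMP-responsive luciferase.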
# KB-3-1 tox: kills parental KB-3-1 adenocarcinoma cells. Potency, µM (titrated, usually from 46.1 µM), without a hit: at the highest dose activity change, negative = cytotoxic, hits mostly cytotoxic. AID 1347075. KB-3-1 viability, CellTiter-Glo ATP luminescence, 72 h. 400,000 tested, 1.4% active; further: on the % scale 0 is the no-effect control and ±100 the full control effect; nearly all actives have a fitted effect of over 60% in size
#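 Parental KB-3-1 viability, qHTS format: 72 h compound exposure, 37 °C; CellTiter-Glo; media-only wells and DMSO plates as controls; concentration-effect fits on corrected data.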
# HT1080NT lethal: kills 2HG-producing HT-1080-NT fibrosarcoma cells; 360,000 tested, 1.6% active; AID 686970; HT-1080-NT fibrosarcoma viability, CellTiter-Glo ATP luminescence, 48 h; Potency, µM (series often up to 46.1 µM), without a hit: at the top dose activity, negative = less viability, usual class: cytotoxic;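 further: NT is the 2HG producing partner of a matched IDH1 knockdown line; 0% = DMSO-treated cells and -100% = media-only wells without cells; nearly all actives have a fitted effect of over 55% in size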
#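 Read-out is CellTiter-Glo luminescence after 10 minutes at room temperature, following 48 hours' compound treatment of HT-1080-NT cells (750 cells/well, RPMI, 5% FBS, 37 degrees C).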
# SW480 rerep: inducers of DNA re-replication in SW480 colon cancer cells; Potency, µM (top dose mostly 46.1 µM), inactives show at the highest dose re-replication activation, most hits filed as activators; AID 624297; 340,000 tested, 1.8% active; SW480 DNA re-replication, Hoechst DNA content imaging, 48 h; further: % of control where 0% means no effect; nearly all actives have a fitted effect of over 55% in size
#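 Treated cells incubate 48 hr (37 C, 5% CO2), are stained 40 min with Hoechst, and nuclear fluorescence is enumerated; a rise in nuclei with high DNA signal marks re-replication.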
# HT1080 IDH1KD tx: kills HT-1080 cells with IDH1 knockdown. Potency, µM (highest dose often 46.1 µM), for the others: at the highest dose activity, negative = toxicity, actives largely listed as cytotoxic. 360,000 tested, 2% active. HT-1080 IDH1 knockdown viability, ATP luminescence, 48 h. AID 686971;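 further: 0% = DMSO wells and -100% = cell-free medium wells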
#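 Viability of IDH1-knockdown HT-1080 fibrosarcoma cells was assessed by CellTiter-Glo after 48 h at 37 °C with titrated compound; concentration-effect curves were classified by fit quality and response size.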
# GLP1R cytotox: cytotoxicity in counter-screen for GLP-1R inverse agonists | HEK293 cAMP-luciferase reporter cells, luminescence, 24 h | Potency, µM (top dose mostly 38.3 µM), without a hit: top-dose activity change, negative = inhibition, usual class: inhibitors | 410,000 tested, 0.13% active | AID 624418;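 further: loss of luciferase light is scored as toxicity; on the % scale 0 is the no-effect control and ±100 the full control effect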
#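 Here, cytotoxicity is scored as loss of luminescence. The MLSMR collection was tested on cells seeded in medium containing 10% Nu serum, with a 24 hr compound exposure preceded by 12 hours of culture.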
# KB-V1 cytotox: KB-V1 MDR subline cytotoxicity; KB-V1 MDR cells viability, CellTiter-Glo, 72 h; AID 1347076; 400,000 tested, 3.4% active; Potency, µM (titrated, usually from 46.1 µM), without a hit: at the top dose activity change, negative = cytotoxicity, usual class: cytotoxic; further: on the % scale 0 is the no-effect control and ±100 the full control effect; nearly all actives have a fitted effect of over 60% in size
#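 Compound-treated KB-V1 multidrug-resistant cells, 72 h, 37 degrees C; viability by CellTiter-Glo. Fitted qHTS curves give the values.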
# TDP-43 yeast inh: rescues yeast growth from TDP-43 toxicity; TDP-43 expressing yeast growth rescue, BacTiter-Glo, 24 h; Potency, µM (doses to about 46.1 µM), without a hit: at the highest dose growth rescue (activation), actives largely listed as activators; 410,000 tested, 1.8% active; further: % of control where 0% means no effect; nearly all actives have a fitted effect of over 50% in size
#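 In this qHTS, compounds that restore growth of yeast expressing TDP-43 appear as activators. Cells (OD600=0.02, galactose medium, raffinose-pregrown) are incubated with compound 24 hr at 30 deg C and growth is quantified by BacTiter-Glo.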
# * marks the source's active call; other numbers are inactive results; ? = inconclusive; . = not tested or not shown; [ ] = another dose, or the depositor's remark. The call rests on the fitted dose curve; in most records, active means well fitted curve in the direction sought with a large enough effect; inconclusive means small, poorly fitted or top-dose-only effect, or another doubt; inactive means no such curve, though single readings can be large; an effect the other way counts as inactive or inconclusive. Potency means the concentration at half of the fitted maximal effect. Compounds as they come; any-hit rate near 9.4%.
SMILES,GLP1R ag,GLP-1R inv ag,KB-3-1 tox,HT1080NT lethal,SW480 rerep,HT1080 IDH1KD tx,GLP1R cytotox,KB-V1 cytotox,TDP-43 yeast inh
Cc1ccccc1CSCCNC(=O)CN(c1ccccc1)S(=O)(=O)N(C)C,11%,-25%,?,.,.,.,4%,16µM*,11%
COc1ccc(NC(=O)CSc2nnc(NC(C)=O)s2)c([N+](=O)[O-])c1,-7%,14%,17%,1%,4%,1%,17%,16%,12%
COc1ccc2c(c1OC)C(=O)N(c1ccccn1)C2,-8%,-1%,-15%,-12%,0%,-5%,-9%,?,3%
COc1cccc(C2c3c(-c4ccccc4O)n[nH]c3C(=O)N2CCc2ccc(OC)c(OC)c2)c1 (stereo not drawn),.,-29%,-3%,.,.,.,1%,-3%,0%
O=C(O)C(NS(=O)(=O)c1ccccc1)C(O)c1ccccc1 (stereo not drawn),-1%,3%,-4%,2%,-6%[1.84 µM],2%,-10%,16%,.
CCCc1nc2sc3c(c2c(=O)n1N)CCC3,29%,8%,-5%,-1%,-7%,-4%,-3%,-12%,-13%
CC(Sc1ncccn1)C(=O)NC1CCCC1 (stereo not drawn),-1%,7%,10%,2%,-3%,14%,-12%,4%,10%
COc1ccc(/C=N/Nc2nnc(Cc3ccccc3)c(=O)[nH]2)cc1,0%,25%,7%,-6%,-16%,13%,1%,2%,4%
COC(=O)c1cc2ccsc2n1Cc1nc(-c2ccc(Cl)cc2)oc1C,-3%,1%,-21%,17%,-4%,21%,1%,?,2%
NC(=O)c1ccc(-n2nnnc2Oc2ccccc2C(=O)N2CCOCC2)cc1,-29%,3%,-1%,21%,-4%,21%,-3%,4%,9%
COc1ccc(CNC(=O)C(C)NCc2ccccc2Cl)cc1 (stereo not drawn),1%,1%,0%,4%,0%,3%,14%,-1%,0%
C=CCNc1oc(-c2cccs2)nc1S(=O)(=O)c1ccccc1,18%,14%,-1%,-9%,-1%,-9%,5%,?,8%[9.22 µM]
CSC1=N/C(=C\c2cccc(Cl)c2)C(=O)N1N(C)C,22%,1%,0%,16%,0%,18%,5%,13%,16%
NS(=O)(=O)c1ccc(NC(=O)COC(=O)c2ccc(Cl)nc2)cc1,4%,2%,-13%,0%,8%,1%,1%,-10%,-13%
COc1ccc(Cc2nc3ccc(C(=O)N4CCC(N(C)C)C4)cc3o2)cc1 (stereo not drawn),1%,-7%,.,0%,0%,1%,7%,.,-12%

# Reprinted from the part before: two entries, followed by the next part.
SMILES,GLP1R ag,GLP-1R inv ag,KB-3-1 tox,HT1080NT lethal,SW480 rerep,HT1080 IDH1KD tx,GLP1R cytotox,KB-V1 cytotox,TDP-43 yeast inh
NS(=O)(=O)c1ccc(NC(=O)COC(=O)c2ccc(Cl)nc2)cc1,4%,2%,-13%,0%,8%,1%,1%,-10%,-13%
COc1ccc(Cc2nc3ccc(C(=O)N4CCC(N(C)C)C4)cc3o2)cc1 (stereo not drawn),1%,-7%,.,0%,0%,1%,7%,.,-12%
CN(C)NC(=S)NC1(C)CCS(=O)(=O)C1 (stereo not drawn),?,10%,11%,-1%,-8%,2%,0%,-4%,-9%
COc1ccccc1CNC(=O)C1CCC(=O)N(CCCN2CCCC2=O)C1 (stereo not drawn),-1%,15%,6%,6%,-1%,1%,0%,?,13%
O=C1N(CN2CCN(Cc3ccccc3)CC2)c2ccccc2C12OCCCO2,4%,11%[0.307 µM],16%,10%,-3%,-2%,-1%[0.307 µM],9%,-24%
O=C(c1ccc2c(=O)n3c(nc2c1)CCCCC3)N1CCN(c2ccc([N+](=O)[O-])cc2)CC1,4%,?,-8%,8%,-6%,13%,-20%,-2%,18%
CC(C)(C)c1ccc(OCCn2ccccc2=O)cc1,4%,?,-9%,2%,0%,-14%,-3%,?,?
CC(=O)CC1c2cc(F)ccc2C=C(c2ccsc2)N1c1ccc(-c2ccc(C(N)=O)cc2)cc1 (stereo not drawn),-3%,?,?,?,.,?,1%,?,13%
Cc1ccc(NC(=O)Cn2cccc2)c(C)c1,-6%,2%,11%,23%,0%,16%,6%,0%,2%
O=C(COC(=O)/C=C/c1ccccc1)Nc1cccc(Oc2ccccc2)c1,0%,5%,0%,-5%,-5%,0%,19%,20%,0%
C=CCNC(=O)c1ccc(Cn2cc(C(F)(F)F)ccc2=O)cc1,12%,2%,18%,5%,-20%,3%,-3%,-4%,-1%[9.22 µM]
CN1CCCC(OC(=O)c2cccc(S(=O)(=O)N3CCCCCC3)c2)C1 (stereo not drawn),22%,?,5%,0%,-5%,0%,-4%,-1%,-3%
CCOc1ncccc1C(=O)Nc1cc(S(=O)(=O)N2CCCCCC2)ccc1OC,-5%,-7%,11%,-1%,6%,2%,9%,0%,8%
O=C(c1cc([N+](=O)[O-])ccc1Cl)N1CCN(Cc2ccc3c(c2)OCO3)CC1,13%,-27%,-1%,-16%,30%,-11%,-3%,10%,-15%
Cc1ccc2oc(=O)c3cnn(CC(=O)N4CCN(c5cccc(C(F)(F)F)c5)CC4)c3c2c1,.,-7%,11%,.,.,.,1%,27%,20%
CC(=O)C[C@@H](O)CC(=O)[C@H]1OC(=O)CC/C=C\Cc2ccccc21,0%,6%,?,13%,3%,10%,?,0%,12%
COc1ccccc1C(=O)C1CCCN(C(=O)CCc2ccccn2)C1 (stereo not drawn),28%,3%,6%,6%,-10%,1%,6%,-14%,-21%[0.397 µM]
O=C(Nc1ccc(NC(=O)N2CCN(c3ccccc3O)CC2)cc1)N1CCN(c2ccccc2O)CC1,10%,5µM*,?,-15%,10%,-12%,-25%,-1%,0%
CC(C)[C@H](NC(N)=O)C(=O)NCCc1ccc(Cl)cc1Cl,6%,-26%,0%,-23%,-865%[1.84 µM],-17%,0%,0%,3%
O=C(NCc1ccco1)c1cc(S(=O)(=O)N2CCOCC2)ccc1Br,-2%,9%,.,-2%,2%,-10%,-6%,.,-3%
COc1ccc(NC(=O)c2oc3ccccc3c2NC(=O)c2cc(=O)c3ccccc3o2)cc1,.,-5%,7%,.,.,.,-2%,8%,18%
COc1ccc2c(c1OC)C(=O)N1N=C(c3ccc(Br)cc3)CC21 (stereo not drawn),14%,7%,-20%,-11%,0%,-6%,-7%,?,20µM*
CC(=O)c1cccc(NC(=O)c2cccn2-c2nnc(N3CCCCC3)s2)c1,.,4%,3%,.,.,.,18%,-8%,-5%
COC(=O)C(CC(=O)c1cccc(OC)c1)c1ccc(F)cc1 (stereo not drawn),3%,?,10%,-1%,-5%,-8%,-14%,0%,18%
CCOC(=O)c1c(C)oc2ccc(OS(C)(=O)=O)cc12,20%,12%,-14%,6%,-50%[inhibitor],-1%,26%,-4%,0%
Cc1sc(NC(=O)/C=C/c2ccc(C(C)C)cc2)c(C#N)c1C,-11%,2%,-8%,-11%,?,-9%,8%,16%,2%
CCCN(C(=O)COC(=O)COc1c(C)cccc1C)c1c(N)n(Cc2ccccc2)c(=O)[nH]c1=O,-27%,-8%,-4%,-8%,0%,9%,20%,0%,14%
CC(=O)c1ccccc1NS(=O)(=O)c1ccc2c(c1)CC(=O)N2,-8%,12%,0%,5%,?,7%,1%,0%,11%
CCCCC(=O)Nc1nnc(S(=O)(=O)N(C)Cc2ccc(Cl)cc2)s1,.,9%,0%,.,.,.,4%,-15%,7%
CCN(CC)CCn1c2c(c(SCC(=O)Nc3ccc(C)c(F)c3)nc1=O)CCC2,-1%,-19%,-6%,1%,0%,9%,8%,2%,9%
COc1ccc(CNCC(O)COCc2cccs2)cc1 (stereo not drawn),11%,0%,3%,-9%,4%,-11%,2%,?,-5%
Cc1ccccc1CSCCNC(=O)C1CCN(S(=O)(=O)Cc2ccccc2)CC1,.,-8%,6%,.,.,.,1%,-10%,16%
Cc1cn(COC/C=C/c2ccccc2)c(=O)[nH]c1=O,1%,35%[activator],-10%,7%,-1%,13%,-21%,-4%,-5%
O=C(NCCN1CCN(c2ccccc2)CC1)C1CCN(S(=O)(=O)c2cccc3nonc23)CC1,-13%,2%,-25%,9%,1%,0%[9.24 µM],12%,?,9%
CCCOc1c(Br)cc(C2C3=C(CCCC3=O)N(C)C3=C2C(=O)CCC3)cc1OC,10%,-7%,13%,-2%,?,-3%,145%[activator],?,17%
O=C(C1CCCCC1)N1C[C@H](n2cc(C3CC3)nn2)[C@@H](O)C[C@@H]1c1ccc(Cl)cc1,2%,9%,5%,-2%,.,11%,3%,17%,?
Cc1cc(C)c2c(n1)sc1c(O)cc(=O)[nH]c12,2%,11%,12%,14%,-1%,1%,5%,-3%,?
COC(=O)C1=C(C)NC(=S)NC1c1ccc(-c2cc(Cl)ccc2Cl)o1 (stereo not drawn),10%,-20%,?,?,?,?,?,-8%,-12%
Cc1ccc(C)c(Cn2c(=O)n(-c3ccccc3)c(=O)c3c4c(sc32)CCCC4)c1,0%,3%,4%,.,.,.,2%,19%,15%
CSc1ccc(C(=O)C2CCCN(C(=O)c3ccc(C)nc3)C2)cc1 (stereo not drawn),14%,2%,-4%,1%,-37%[inhibitor],0%,4%,?,11%
O=C(/C=C/c1ccccc1[N+](=O)[O-])Nc1cccc(S(=O)(=O)NC2=NCCCCC2)c1,13%,-17%,0%,-21%,3%,-8%,-6%,-8%,24%
O=C(CN(CCc1ccccc1)Cc1ccccc1)Oc1ccccc1P(=O)(O)O,10%,14%,2%,11%,9%,5%,0%,12%,-22%
CCOc1ccc(S(=O)(=O)NCCCN2CCOCC2)c2ccccc12,1%,-5%,5%,-4%,-2%,-16%,-13%,-14%,13%

# Laid out differently: entries from further up
# Below each compound – GLP1R ag | GLP-1R inv ag | KB-3-1 tox | HT1080NT lethal | SW480 rerep | HT1080 IDH1KD tx | GLP1R cytotox | KB-V1 cytotox | TDP-43 yeast inh
COc1ccc2c(c1OC)C(=O)N1N=C(c3ccc(Br)cc3)CC21 (stereo not drawn)
 : 14% | 7% | -20% | -11% | 0% | -6% | -7% | ? | 20µM*
CC(=O)c1cccc(NC(=O)c2cccn2-c2nnc(N3CCCCC3)s2)c1
 : . | 4% | 3% | . | . | . | 18% | -8% | -5%

# Screening data as filed in PubChem BioAssay.
